Screening data as filed in PubChem BioAssay.
FadD28 binding – inhibitors of Mycobacterium tuberculosis FadD28 bisubstrate binding. FadD28 bisubstrate probe binding, fluorescence polarization. inhibition, % at 12.5 µM. actives 0.22% (n = 360,000); in the data active = inhibition above about 8.5%, passing the limit was not always enough; inconclusive = no clear call, values can overlap the other calls
MazEF act – increases E. coli MazEF RNase cleavage of RNA; FAM/BHQ RNA-DNA oligo cleavage fluorescence, 5 h; activation, % at 20 µM; actives 0.32% (n = 350,000); in the data active = activation above about 50%
Mtb BioA inh – BioA (M. tuberculosis) enzyme inhibition. purified M. tuberculosis BioA enzyme, plate reader. inhibition, % at 9.99 µM. actives 0.096% (n = 360,000). AID 602481; in the data active = inhibition above about 40%; inconclusive = no clear call, values can overlap the other calls
BoNT F protease – BoNT F light chain protease inhibition; actives 0.22% (n = 360,000); inhibition, % at 10 µM; Multiplex microsphere protease cleavage assay, flow cytometry; in the data active = inhibition above about 35%, passing the limit was not always enough; inconclusive = no clear call, values can overlap the other calls; also: plate controls were buffer without enzyme for full effect and enzyme alone for no effect
GDH-TPI inh – GDH-TPI coupled enzyme inhibition counter-screen; GDH-TPI coupled enzyme counterscreen, NADH absorbance; inhibition, % at 4.8 µM; actives 1.2% (n = 360,000); AID 588335;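 also: 0% = DMSO wells and 100% = wells lacking the enzyme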
UGM FP inh – Mtb UDP-galactopyranose mutase inhibition; P9WIQ1; purified UGM, fluorescence polarization probe displacement; inhibition, % at 10 µM; actives 0.06% (n = 320,000); AID 504406; in the data active = inhibition above about 10%, passing the limit was not always enough; inconclusive = no clear call, values can overlap the other calls
Target sequence (P9WIQ1 whole entry, looked up): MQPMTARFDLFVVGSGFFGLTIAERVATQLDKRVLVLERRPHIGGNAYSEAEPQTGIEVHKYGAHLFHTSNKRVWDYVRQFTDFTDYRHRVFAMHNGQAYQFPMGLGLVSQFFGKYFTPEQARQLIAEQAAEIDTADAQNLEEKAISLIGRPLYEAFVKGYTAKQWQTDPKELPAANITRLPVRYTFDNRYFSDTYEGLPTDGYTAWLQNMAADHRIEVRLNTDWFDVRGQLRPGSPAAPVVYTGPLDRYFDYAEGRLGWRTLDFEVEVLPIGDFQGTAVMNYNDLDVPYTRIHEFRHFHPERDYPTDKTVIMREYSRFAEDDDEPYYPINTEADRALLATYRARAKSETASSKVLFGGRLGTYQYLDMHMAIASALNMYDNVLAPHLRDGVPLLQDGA
Mtb FBA inh – inhibits M. tuberculosis FBA enzyme | P9WQA3 | purified M. tuberculosis FBA, fluorescence read-out | inhibition, % at 1 µM | actives 2.3% (n = 360,000) | AID 588726; in the data active = inhibition above about 27%;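 also: 0% = vehicle and 100% = reference inhibitor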
CCHF vOTU inh – blocks the CCHF virus ovarian tumor domain protease | CCHFV vOTU protease, Pep-AMC fluorescence | inhibition, % at 11.5 µM | actives 0.55% (n = 370,000) | AID 651958; also: 0% = vehicle wells with enzyme and 100% = no enzyme wells
Rv3671c inh – inhibits the M. tuberculosis serine protease Rv3671c. inhibition, % at 5.96 µM. actives 0.048% (n = 320,000); in the data active = inhibition above about 38%;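 also: extracellular domain of Rv3671c used as enzyme; 0% = enzyme with DMSO and 100% = no enzyme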
Target sequence (P9WHR9 whole entry, looked up, the tested form may be a part): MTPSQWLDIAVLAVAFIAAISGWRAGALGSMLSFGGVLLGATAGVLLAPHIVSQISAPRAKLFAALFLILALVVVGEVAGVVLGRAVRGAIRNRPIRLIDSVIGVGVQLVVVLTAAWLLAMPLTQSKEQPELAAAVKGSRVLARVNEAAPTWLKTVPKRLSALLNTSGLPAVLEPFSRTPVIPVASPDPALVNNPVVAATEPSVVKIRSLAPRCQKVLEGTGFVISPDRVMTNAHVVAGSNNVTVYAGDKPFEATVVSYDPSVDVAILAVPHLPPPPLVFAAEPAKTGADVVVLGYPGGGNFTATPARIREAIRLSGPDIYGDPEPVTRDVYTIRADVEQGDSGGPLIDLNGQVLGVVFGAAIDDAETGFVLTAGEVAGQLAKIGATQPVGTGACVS
DUSP3 inh – DUSP3 (human) phosphatase inhibition; inhibition, % at 13.3 µM; recombinant VHR phosphatase, pNPP absorbance; AID 1654; actives 0.52% (n = 290,000); in the data active = inhibition above about 50%; also: some compounds called inactive have numbers as strong as hits
Target sequence (P51452 whole entry, looked up): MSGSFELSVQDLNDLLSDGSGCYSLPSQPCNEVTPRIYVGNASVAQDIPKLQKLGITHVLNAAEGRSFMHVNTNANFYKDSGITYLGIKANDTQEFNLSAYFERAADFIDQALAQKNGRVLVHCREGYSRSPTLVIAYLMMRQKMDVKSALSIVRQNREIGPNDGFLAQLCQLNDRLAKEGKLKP
* = called active by the depositor; ? = inconclusive; . = not tested or not shown; & = joins results of further samples. Rule as the data show it, unless noted: active = inhibition above about 30%; inactive = the rest.

Second line of a record – FadD28 binding	MazEF act	Mtb BioA inh	BoNT F protease	GDH-TPI inh	UGM FP inh	Mtb FBA inh	CCHF vOTU inh	Rv3671c inh	DUSP3 inh
O=C1CCC(C(=O)Nc2nnc(C3CC3)s2)=NN1
    -0.7	9	-0.1	-1	0	-3.3	-3	7	-6	26
O=C(NCCC1CCCCN1S(=O)(=O)c1ccc(F)cc1)C(=O)NCC1CCCO1 (centres undefined)
    -1.5	4	.	?	6	-1.7	-2	-3	0	.
Cc1cc([N+](=O)[O-])nn1CC(=O)NNC(=S)Nc1ccc([N+](=O)[O-])cc1
    1.0	0	-0.5	1	22	2.3	-2	9	-2	30
CC1(C)CC2(CCO1)OC(=O)CC2C(=O)Nc1ccccc1Cl (centres undefined)
    -0.6	8	-0.7	-2	2	0.6	0	0	6	3
Cc1cccc(N=C2NC(=O)C(CO)(CO)S2)c1
    -2.5	6	0.9	27	-5	-1.0	-4	-7	7	-14
CC(=O)N1CCC(C(=O)N2CCN(S(=O)(=O)c3cccs3)CC2)CC1
    -0.6	-2	0.0	-1	1	-1.0	1	-7	-10	19
CC(C)NC(NC(=O)Cc1ccccc1)C(Cl)(Cl)Cl (centres undefined)
    -1.5	5	-0.2	-12	8	-2.6	16	6	-2	10
COc1cccc(C(=O)N2CCN(Cc3cn[nH]c3-c3ccc(F)cc3F)CC2)c1
    -0.3	8	.	2	-3	0.5	-3	0	-6	18
CSCC[C@H](NC(=O)NC1CCCC1)C(=O)O
    -3.1	0	-1.4	8	-4	0.8	-2	-2	-6	15
CCN1C(=O)/C(=C\c2ccc(-c3cccc(C(=O)OC)c3)o2)SC1=Nc1ccc(C(=O)O)cc1
    .	.	.	.	.	0.0	.	-9	-4	8
CCC(C)(C)NC(=O)CCCSc1nc2ccccc2s1
    -4.1	2	.	-4	-3	1.8	1	8	-8	2
O=C(Nc1nccs1)c1ccc(Cl)c([N+](=O)[O-])c1
    -0.4	10	-2.9	7	13	-1.8	0	-4	-5	-1
CC1CC(C)CN(S(=O)(=O)c2cc3c4c(c2)CCC(=O)N4CCC3)C1 (centres undefined)
    0.3	7	-0.7	0	0	0.2	1	4	6	.
NC(=O)N1c2ccccc2CC(=O)c2ccccc21
    0.5	11	-2.7	-3	10	.	0	-2	-10	41&7
Oc1cc(NCCN2CCOCC2)cc2cccnc12
    -1.3	18	-35	-6	22	-2.6	1	99*	-70	.
O=C1CC(N2CCN(c3ccc(Cl)c(Cl)c3)CC2)C(=O)N1 (centres undefined)
    -2.0	-3	3.0	-2	-13	0.5	2	-6	14	-1
CC(C)CC#Cc1ccc2c(c1)O[C@H](CN(C)C(=O)Cc1ccncc1)[C@H](C)CN([C@H](C)CO)S2(=O)=O
    -1.0	-7	-0.8&-0.9&-2.7	-11	-2	.	1	5	.	.
CCOC(=O)Cc1csc(NC(=O)/C=C\c2ccccc2)n1
    -3.6	1	.	1	3	2.1	-2	0	-9	-9
CCOC(=O)c1[nH]c2ccc(OC)cc2c1NC(=O)/C=C/c1ccc2c(c1)OCO2
    -2.4	-2	.	3	13	0.1	-1	6	-13	-1
Cn1nc(C(=O)OCC(=O)c2ccccc2)c2ccccc2c1=O
    0.7	7	-3.1	-22	5	1.9	2	-6	4	.
CC1(O)CCN2C(=O)CCc3cccc1c32 (centres undefined)
    -0.6	3	-2.8	-18	28	1.6	1	-5	1	.
COc1ccccc1CNC(=O)C1CCC(CNC(=O)[C@@H]2Cc3ccccc3CN2)CC1 (some centres undefined)
    -1.8	6	-2.7	-1	6	-2.9	0	3	3	-2
COc1ccc(OCC(=O)Nc2ccc(N3CCOCC3)cc2)cc1
    -0.9	2	-0.9	-26	-2	2.8	-1	15	-1	19
FC(F)(F)c1cccc(N2CCc3cn[nH]c32)c1
    -0.3	-3	-0.6	2	14	-3.3	0	1	0	-9
COCCNC(=O)CN(c1ccc(C)cc1)S(=O)(=O)c1ccc(SC)cc1
    -2.9	1	0.5	2	-1	-1.9	1	-4	-1	34
COC(=O)C1=C(c2ccc3ccccc3c2)C[C@@H]2CC[C@H]1N2C(=O)N1CCC(O)CC1
    ?	4	7.5	2	-3	-5.8	1	.	2	.
CCOc1ccccc1-c1cc(C(=O)N/N=C/c2ccc3c(c2)OCO3)c2ccccc2n1
    -1.3	-9	-3.5	-11	16	.	66*	13	.	4
CCOC(=O)c1cnn(-c2nc3c(C)cccc3s2)c1C(F)(F)F
    -0.7	2	0.6	-5	20	-2.0	1	0	-1	16
Nc1ccccc1C(=O)/C=C/c1ccc2c(c1)OCO2
    -1.9	1	3.0	-4	13	1.6	-3	14	-2	4
Cc1nc(-c2ccccc2)sc1C(=O)CSc1ccccc1
    -4.7	-6	-1.5	-1	3	0.4	-2	4	-3	-2
COc1cc2c(cc1OC)CN(CC(=O)Nc1cccc(C(F)(F)F)c1)CC2
    0.6	7	-2.1	15	18	-1.2	12	-13	-2	28
CC(C)c1ccc(-c2nnn(CC(=O)N3CCCCC3)n2)cc1
    -2.5	-12	-0.2	-8	-1	0.2	0	-18	0	22
COc1ccc(CNC(=O)[C@@H](NC(=O)C2CCN(C(=O)[C@@H](N)Cc3ccccc3)CC2)C(C)C)cc1
    -0.9	6	0.5	-15	13	-1.8	5	-3	-4	-3
COC(=O)C1=C(C)NC(C)=C(C(=O)OC)C1C(=O)OCC(=O)N1c2ccccc2CC1C (centres undefined)
    -3.1&-0.5	-2&5	0.3	-3&6	11&8	1.2	-1&5	-9&2	1	13
Cc1ccc(S(=O)(=O)N2CCOC23CCN(S(=O)(=O)c2cccs2)CC3)cc1
    0.3	7	-1.7	-4	4	3.2	-5	-6	7	.
COCCN(CCOC)C(=O)c1c[nH]c2ccc(S(=O)(=O)N(C)c3ccc(F)cc3)cc2c1=O
    -3.2	7	-0.1	2	12	2.2	13	-3	-3	12
O=C1c2ccccc2S(=O)(=O)c2cc(N3CCN(c4ccccn4)CC3)ccc21
    -3.5	-34	-2.2	0	-4	3.1	0	-2	-3	.
CN(c1ccc(C(=O)Nc2cccc([N+](=O)[O-])c2)cc1)S(C)(=O)=O
    -0.9	3	.	-2	6	5.1	0	-9	-4	2
O=S(=O)(NCCc1ccccc1)c1cccc2cccnc12
    -1.2	-7	.	-3	1	-1.9	-3	6	4	2
O=[N+]([O-])c1cccc(CNCc2ccccc2)c1
    -1.6	4	.	-5	-4	-0.1	1	-13	2	-4
Cc1ccc(CNc2ncnc3c2cnn3C2CCCCO2)cc1 (centres undefined)
    -0.6	5	2.9	0	3	.	4	0	.	.
O=C(CSc1nnc(CN2CCCC2)n1-c1ccccc1)c1ccc2c(c1)OCO2
    -2.1	-6	-1.3	-3	3	-0.7	-1	-4	-4	.
NC1=NC(=O)C(=Cc2ccccc2)S1
    -0.9	-5	.	0	31*	.	3	10	.	.
O=S(=O)(/N=C(/Nc1ccc(F)cc1F)c1ccccc1)c1ccc(Br)cc1
    .	.	.	.	.	1.0	.	-22	4	15
Cn1c(=O)c2nc(-c3ccccc3)c(-c3ccccc3)nc2n(C)c1=O
    -5.6	5	.	2	13	1.6	44*	-5	-6	.
Cc1cc(OC(C)C(=O)Nc2ccc(S(=O)(=O)Nc3onc(C)c3C)cc2)cc(C)c1Cl (centres undefined)
    -3.3	0	2.4	0	-5	2.2	1	35*	3	32
O=C(COc1c(Br)cc(Br)c2cccnc12)Nc1ccccc1F
    -2.8	14	.	-8	-2	-0.5	-1	27	2	9
COc1ccc(C(=O)COc2ccc(C)cc2NC(C)=O)cc1
    -2.3	2	-1.6	.	8	-0.4	3	-4	2	16
CCCn1cc2c(c1-c1ccc(C)cc1)c(=O)n(C)c(=O)n2C
    -3.5	3	-0.3	1	2	0.8	2	-7	-10	8
COc1cc(C(=O)OCC(=O)NCCN2C(=O)CSC2=O)ccc1OCc1c(C)noc1C
    0.0	1	-3.0	22	-6	.	2	-4	4	8
CCCNC(=O)Nc1ccc(C)cc1C
    -2.4	-16	-1.2	-2	5	1.3	1	-6	-10	4
CSc1ccccc1NC(=O)CN1C(=O)C2CC=CCC2C1=O (centres undefined)
    -0.7	1	-1.5	1	0	.	-2	-13	.	.
COc1ccc(-c2cc3nc(C)cc(N4CCN(C(=O)c5cccnc5)CC4)n3n2)cc1
    -3.5	0	1.7	0	-4	.	7	-8	.	.
COc1ccc(NC(=O)N(CCO)Cc2cc3c(C)cc(C)cc3[nH]c2=O)cc1
    -3.6	5	1.2	4	13	0.0	1	13	-7	10
CC(=O)Nc1ccc(S(=O)(=O)NCC(=O)Nc2ccc3c(c2)OCO3)cc1
    -1.7	10	-0.8	-1	5	2.0	0	5	2	.
CCCNC(=O)C1(C)CCCN(C(=O)COc2ccc(Cl)cc2Cl)C1 (centres undefined)
    -4.6	.	-1.1	1	0	.	-2	-7	.	.
Cc1cc(Cl)ccc1Oc1ncc(CN2CCN(c3ccccc3)CC2)s1
    -2.9	-8	0.0	?	-4	-2.9	3	7	-2	7
CSc1nc2ccc(NS(=O)(=O)c3ccc(Cl)s3)cc2s1
    -1.6	-10	2.0	0	7	0.4	2	-5	-12	11
CN(C(=O)c1ccco1)c1nc(CC(=O)Nc2ccccc2)cs1
    -0.7	-16	-0.2	20	-1	1.0	1	5	-2	-9
Cc1cccc(-n2cc(CN3CCN(Cc4nccn4C)CC3)c(-c3cccc(F)c3)n2)c1
    -2.9	5	.	-9	8	-1.6	-4	6	3	26

Single records, as listed above. Screens in order: FadD28 binding | MazEF act | Mtb BioA inh | BoNT F protease | GDH-TPI inh | UGM FP inh | Mtb FBA inh | CCHF vOTU inh | Rv3671c inh | DUSP3 inh
CSc1nc2ccc(NS(=O)(=O)c3ccc(Cl)s3)cc2s1 in the list: -1.6 | -10 | 2.0 | 0 | 7 | 0.4 | 2 | -5 | -12 | 11
Cc1ccc(S(=O)(=O)N2CCOC23CCN(S(=O)(=O)c2cccs2)CC3)cc1 in the list: 0.3 | 7 | -1.7 | -4 | 4 | 3.2 | -5 | -6 | 7 | .

(listing goes on)
Second line of a record – FadD28 binding	MazEF act	Mtb BioA inh	BoNT F protease	GDH-TPI inh	UGM FP inh	Mtb FBA inh	CCHF vOTU inh	Rv3671c inh	DUSP3 inh
C/C(=C\c1ccccc1)C(=O)n1nnc2ccccc21
    -0.3	-6	-0.2	-9	8	2.0	0	-4	0	20
COC(=O)c1c(NC(=O)CSc2nnnn2-c2ccccc2)sc2c1CCCC2
    -3.2	-12	-2.7	0	3	-1.4	1	8	-16	-4
O=C(Nc1ccc(Cl)c(S(=O)(=O)N2CCOCC2)c1)c1cc(=O)[nH]c2ccccc12
    -1.9	8	0.9	?	0	-0.9	5	5	-4	.
Cc1cc(NC(=O)CSc2nnc(Cc3ccccc3)o2)no1
    -1.9	4	2.8	-13	5	1.9	-5	3	1	29
Cn1c(SCc2ccc(C#N)cc2)nnc1-c1cccc(Cl)c1
    0.5	2	9.9	-2	8	-1.2	-2	8	1	18
COc1ccccc1NC(=O)C1CCN(S(=O)(=O)c2ccc3c(c2)CC(C)N3C(C)=O)CC1 (centres undefined)
    -0.9	14	-0.4	-6	-5	1.0	-1	16	0	-14
COc1ccc(-c2csc(NC(=O)CSc3nc(SC)ns3)n2)cc1
    -2.9	-5	.	-5	4	-1.1	1	9	-89	-10
COc1ccc(N(C(=O)c2cnccn2)C(C(=O)NCc2ccccc2)c2ccc(O)cc2)cc1 (centres undefined)
    -4.2	5	19	5	-10	1.5	-2	-7	-2	29
CCCOc1ccc(N2C(=O)CC(SC(=N)N3N=C(c4ccccc4)CC3c3ccccc3)C2=O)cc1 (centres undefined)
    0.0	4	.	-2	-2	2.4	2	-5	-6	-8
O=C(Cc1cccc(C(F)(F)F)c1)N1CCN(CC(=O)N2CCCC2)CC1
    .	-20	-6.9	-1	8	2.9	3	7	-3	.
CCC1=C(OC(=O)N(CC)CC)N2C(=O)OC(=NCC(=O)OC)[C@]2(Cc2ccccc2)[C@H]2C1=CC[C@H]1C(=O)N(C)C(=O)[C@H]12
    -1.4	-2	-1.7	-6	6	2.4	1	5	-18	26
